GLP-1R inv ag: acts as inverse agonist at human GLP-1 receptor; P43220; 410,000 tested, 1.6% active; HEK293 GLP-1R CRE-luciferase, luminescence, 24 h; GLP-1R form is constitutively active; Potency, µM (top dose mostly 38.3 µM), inactives show top-dose activity change, negative = inhibition, usual class: inhibitors; further: potency means the concentration at half of the fitted maximal effect; on the % scale 0 is the no-effect control and ±100 the full control effect; nearly all actives have a fitted effect of over 55% in size
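Assay principle: reduced luminescence from a cAMP-responsive reporter in HEK293 cells co-expressing a constitutively active GLP-1R. Conditions: 24 hr compound incubation, 37 deg C, 5% CO2.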
TDP43 rescue: rescues yeast growth from TDP-43 toxicity | Potency, µM (top dose mostly 46.1 µM), without a hit: at the top dose growth rescue (activation), most hits filed as activators | 410,000 tested, 1.8% active | AID 652104 | TDP-43 expressing yeast growth rescue, BacTiter-Glo, 24 h; further: potency means the concentration at half of the fitted maximal effect; % of control where 0% means no effect; nearly all actives have a fitted effect of over 50% in size
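Yeast cells expressing TDP-43 under galactose induction are exposed to compounds for 24 hr at 30 deg C. BacTiter-Glo luminescence measures growth, so protective compounds score as activators.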
GLP-1R agonist: GLP-1 receptor (human) agonism. HEK293 GLP-1R CRE-luciferase, luminescence, 4-6 h; cells express a hypersensitive GLP-1R form. Potency, µM (highest dose often 45.6 µM), for inactives: top-dose activation, hits mostly activators. 380,000 tested, 0.007% active. AID 624172; further: potency means the concentration at half of the fitted maximal effect; % of control where 0% means no effect
aSyn yeast inh: alpha-synuclein toxicity inhibition in yeast; Yeast expressing alpha-synuclein, growth rescue, BacTiter-Glo, 24 h; Potency, µM (series often up to 46.1 µM), for the others: top-dose growth rescue (activation), most hits filed as activators; 370,000 tested, 0.14% active; further: potency means the concentration at half of the fitted maximal effect; % of control where 0% means no effect; nearly all actives have a fitted effect of over 65% in size
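Galactose-induced alpha-syn yeast (OD600=0.02, raffinose-pregrown) + pinned cpd, 24 hr, 30 deg C; growth by BacTiter-Glo luminescence. Growth restoration scores as activation.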
HEK293 tox: cytotoxicity counter-screen for GLP-1 receptor inverse agonists; HEK293 cAMP-luciferase reporter cells, luminescence, 24 h; Potency, µM (titrated, usually from 38.3 µM), for the others: at the top dose activity change, negative = inhibition, hits mostly inhibitors; 410,000 tested, 0.13% active; AID 624418;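 further: loss of luciferase light is scored as toxicity; potency means the concentration at half of the fitted maximal effect; on the % scale 0 is the no-effect control and ±100 the full control effect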
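MLSMR compounds, 24 hr on cells at 37 deg C/5% CO2; luminescence after luciferase reagent (12 min RT). Inhibition counted as the undesired cytotoxic outcome.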
DRD3 agonist: activates the human D3 dopamine receptor; max activation, %; AID 652048; 410,000 tested, 0.58% active; P35462; D3R DiscoveRx beta-arrestin cells, luminescence, 90 min; in the data active means max activation above about 30%; further: 0% is about no effect; mostly tested at two doses, the higher about 12 µM
Target sequence (P35462 whole entry, looked up): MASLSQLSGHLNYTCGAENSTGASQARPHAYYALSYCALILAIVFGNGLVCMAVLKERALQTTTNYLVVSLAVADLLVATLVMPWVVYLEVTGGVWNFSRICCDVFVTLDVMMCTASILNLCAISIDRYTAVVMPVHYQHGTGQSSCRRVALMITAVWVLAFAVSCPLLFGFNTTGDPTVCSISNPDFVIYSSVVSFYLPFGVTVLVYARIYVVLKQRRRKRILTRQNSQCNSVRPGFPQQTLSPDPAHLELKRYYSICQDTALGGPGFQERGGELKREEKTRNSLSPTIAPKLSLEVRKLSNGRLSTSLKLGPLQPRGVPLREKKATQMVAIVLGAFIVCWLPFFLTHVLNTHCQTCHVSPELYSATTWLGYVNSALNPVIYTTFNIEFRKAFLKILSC
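Agonist mode: compounds and dopamine controls were applied to plated cells for 90 min at 37 degrees C after an overnight attachment at 1500 cells/well. Luminescent read-out followed 30 - 60 minutes at room temperature with DiscoveRx detection reagent.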
DRD3 antagonist: D3 dopamine receptor (human) antagonism; P35462; D3R cells, DiscoveRx beta-arrestin luminescence, antagonist mode; active compounds read low; max response, negative = inhibition, %; 360,000 tested, 2.5% active; in the data active means max response below about -50%; inconclusive means no clear call, values can overlap the other calls; further: on the % scale 0 is the no-effect control and ±100 the full control effect; mostly tested at two doses, the higher about 12 µM
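Cells plated overnight at 1500 cells/well, then exposed to library compounds with dopamine controls for 90 minutes at 37 degrees C. DiscoveRx reagent added for 30–60 minutes at room temperature; luminescence read, quantitative HTS format.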
KB-V1 MDR tox: KB-V1 MDR subline cytotoxicity. KB-V1 MDR cells viability, CellTiter-Glo, 72 h. 400,000 tested, 3.4% active. Potency, µM (series often up to 46.1 µM), without a hit: at the top dose activity change, negative = cytotoxicity, actives largely listed as cytotoxic; further: potency means the concentration at half of the fitted maximal effect; on the % scale 0 is the no-effect control and ±100 the full control effect; nearly all actives have a fitted effect of over 60% in size
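Cells of the MDR subline KB-V1 are plated, dosed with compound at multiple concentrations, and incubated 72 h at 37 degrees C; CellTiter-Glo is then added and luminescence read after 10 min.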
PTHR1 ag: agonists of human PTHR1 parathyroid hormone receptor; Q03431; HEK293 GP2 PTHR1 cells, GloSensor cAMP luminescence, 1 h; Potency, µM (doses to about 115 µM), for the others: at the highest dose activation, hits mostly activators; 410,000 tested, 0.075% active; AID 743266; further: potency means the concentration at half of the fitted maximal effect; nearly all actives have a fitted effect of over 55% in size; some results filed as inactive show a strong effect at the top dose; inactives centre near -15; many of its hits are not listed in these tables
Target sequence (Q03431 whole entry, looked up): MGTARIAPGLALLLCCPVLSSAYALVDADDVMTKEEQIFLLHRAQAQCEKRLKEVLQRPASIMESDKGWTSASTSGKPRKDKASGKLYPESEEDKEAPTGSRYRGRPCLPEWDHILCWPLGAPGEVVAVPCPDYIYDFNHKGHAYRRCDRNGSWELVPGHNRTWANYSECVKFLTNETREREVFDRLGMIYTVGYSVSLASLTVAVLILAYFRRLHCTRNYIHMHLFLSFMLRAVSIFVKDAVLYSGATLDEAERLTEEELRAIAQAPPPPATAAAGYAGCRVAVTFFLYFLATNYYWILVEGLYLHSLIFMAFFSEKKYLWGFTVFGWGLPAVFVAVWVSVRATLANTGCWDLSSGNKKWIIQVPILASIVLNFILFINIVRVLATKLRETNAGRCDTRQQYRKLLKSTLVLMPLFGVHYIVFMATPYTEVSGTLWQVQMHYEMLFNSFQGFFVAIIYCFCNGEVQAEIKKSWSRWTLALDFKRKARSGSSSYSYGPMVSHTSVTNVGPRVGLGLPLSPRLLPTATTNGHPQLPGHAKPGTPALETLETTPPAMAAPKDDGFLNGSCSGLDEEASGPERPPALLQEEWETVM
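HEK-293-derived GP2 cells expressing PTHR1 and a GloSensor cAMP reporter, 3,000/well, plated overnight, given luciferin plus IBMX (each 0.5 mM as added) for 1 h at 37 °C, then compound for 1 h at 37 °C. Luminescence was read after 15 min at room temperature.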
Numbers without * were called inactive; i = inactive; ? = inconclusive; · = no result given; & = joins results of further samples; [ ] = another dose, or the depositor's remark. Unless noted, the call rests on the fitted dose curve; in most records, active means well fitted curve in the direction sought with a large enough effect; inconclusive means small, poorly fitted or top-dose-only effect, or another doubt; inactive means no such curve, though single readings can be large; an effect the other way counts as inactive or inconclusive. Not all compounds are listed, so the mix of outcomes need not match the whole.

The line under a structure holds: DRD3 agonist, TDP43 rescue, HEK293 tox, DRD3 antagonist, KB-V1 MDR tox, aSyn yeast inh, GLP-1R agonist, GLP-1R inv ag, PTHR1 ag
O=C(NCc1ccccc1)C(=O)NCC(c1ccco1)S(=O)(=O)c1ccc(Cl)cc1 (stereo unspecified)
  8, 21%, -7%, ·, -23%, ·, ·, -30%, -29%
[O-][n+]1ccc(CC(O)(C(F)(F)F)C(F)(F)F)cc1
  -5, -2%, -2%, -22, 22%, ?, -3%, -7%, -18%
CCC1Oc2ccc(C)cc2N(CC(=O)N2CCCC2)C1=O (stereo unspecified)
  6, -12%, 5%, -12, 12%, 1%, -6%, 2%, i
COC(=O)c1sccc1NC(=O)CSc1cccc(Cl)c1Cl
  5, 17%, 24%, 13, -13%, 10%, 6%, 0%, -23%
O=C(c1ccc2c(c1)OCO2)N1CCN(C(=O)c2ccco2)CC1
  8, -17%, 4%, 18, 8%, -1%, -6%, 0%, i
COc1ccc(NC(=O)c2ccc(-c3csc(C)n3)cc2)cc1
  4, 14%, -10%, 10, -6%, 1%, 2%, 31%, -19%
CCS(=O)(=O)N1CC(=O)N(c2ccc(Cl)cc2)C(C)(C(=O)NC2CCCCCC2)C1 (stereo unspecified)
  -11, 3%, -1%, ·, -17%, ·, ·, -6%, ?
COc1ccccc1C/C(N)=N/OC(=O)c1ccco1
  9, 10µM*, -16%, 7, -10%, -33%[inhibitor], -1%, 4%, i
CCC(=O)Nc1ccc2c(c1)nc(CCN1CCCCC1)n2C
  -9, 0%, 3%, -5, -21%, -18%, -5%, 6%, 1%
CCOc1ccc2nc(N3CCCC(C(=O)N4CCN(CC)CC4)C3)sc2c1 (stereo unspecified)
  -2, 0%, 7%, -65*, 6%, 11%, 5%, -27%, i
Cc1nc2ccccc2c(=O)n1NC(=O)c1c(F)cccc1F
  3, 1%, 21%, -3, 10%, -3%, -3%, 1%, -6%
COc1ccccc1CCNC(=O)c1cc2ccccn2n1
  -6, 21%, 3%, ·, 2%, ·, ·, 36%[activator], i
Cc1ccc(C(=O)/C=C/Nc2ccccn2)cc1
  6, 0%, 10%, 3, ?, -2%, -15%, 5.6µM*, -39%
Cc1ccccc1NC1=C(Cl)C(=O)OC1OC(=O)c1ccccc1C (stereo unspecified)
  -6, 20µM*, -9%, -13, -21%, 6%, 17%, ?, -37%[inhibitor]
O=C(NC(=S)Nc1ccccc1N1CCCCC1)c1ccc(F)cc1
  -3, ?, ?, 8, ·, -17%, 1%, 13µM*, -10%
COc1ccc(N(CC(=O)Nc2cccc(C(=O)O)c2)S(=O)(=O)c2c(C)noc2C)cc1
  -1, -16%, 1%, -11, 0%, 2%, 0%, -8%, -4%[57.5 µM]
CC(C(=O)OCC(=O)Nc1cccc(S(=O)(=O)N2CCOCC2)c1)N1C(=O)c2ccccc2C1=O (stereo unspecified)
  9, -9%[1.82 µM], 5%, 13, ?, 0%, 22%, 24%, -8%
O=C1c2cccc(Sc3ccccc3)c2C(=O)c2c(Sc3ccccc3)cccc21
  -16, -15%, 0%, ?, 6%, 0%, 9%, 19%, -7%
CCCCNC(=O)CC1Nc2ccccc2NC1=O (stereo unspecified)
  3, 3%, 0%, 11, -3%, -3%, 4%, -16%, 8%
O=C(OCCN1CCOCC1)C1(c2ccccc2)CCCCC1
  -32, 16%, -3%, -6, ?, 2%&1%, 7%, -20%, 0%
CC1CCCC(NC(=O)C2CCN(S(=O)(=O)c3cnc[nH]3)CC2)C1C (stereo unspecified)
  8, 5%, -20%, 2, 20%, 5%, -2%, 20%, i
COc1ccc(Cl)cc1N(CC(=O)NCCSCc1ccccc1)S(C)(=O)=O
  2, 11%, 14%, 14, 11%, -2%, 7%, -3%, -36%[inhibitor]
Cc1ccc(/C=C/C(=O)OCC(=O)NC(=O)NCc2ccco2)cc1
  4, 18%, -11%, 12, 0%, 1%, -3%, -14%, i
O=C(/C=C/[C@H]1O[C@@H](n2ccc(=O)[nH]c2=O)[C@H](O)[C@@H]1O)NCCc1c[nH]c2ccccc12
  11, 15%, -1%, 0, 11%, 0%, 9%, 26%, -17%
CCOC(=O)CN1C(=O)CSc2ccc(S(=O)(=O)N3CCOCC3)cc21
  2, 5%, -8%, 0, 0%, 0%, -3%, -22%, -24%
Cn1c(=O)n(CCCO)c(=O)c2c1nc1n2CCCN1Cc1ccccc1
  -1, 6%, 1%, -9, -13%, -6%, -4%, 7%, -9%
Cc1ccc2nc(NC(=O)CN3CCN(c4ccccn4)CC3)sc2c1
  -1, -7%, 2%, 7, -7%, 2%, 14%, 22%, -28%
CN(C)S(=O)(=O)c1ccc(N2CCCC2)c(C(=O)Nc2nccs2)c1
  -7, 9%, -9%, 6, ?, -1%[1.84 µM], -3%, ?, -40%[inhibitor]
COc1ccccc1N1CCN(C(=O)Cc2c(C(=O)O)c(C)cn2C)CC1
  -15, 18%, 6%, ·, 3%, ·, ·, 7%, i
CCCN(CCC)CCCNC(=O)C1CCN(c2nc3ccc(CC)cc3s2)CC1
  -6, 4%, -18%, ·, ·, ·, ·, 10%, i

An excerpt from further up:
The line under a structure holds: DRD3 agonist, TDP43 rescue, HEK293 tox, DRD3 antagonist, KB-V1 MDR tox, aSyn yeast inh, GLP-1R agonist, GLP-1R inv ag, PTHR1 ag
CC1CCCC(NC(=O)C2CCN(S(=O)(=O)c3cnc[nH]3)CC2)C1C (stereo unspecified)
  8, 5%, -20%, 2, 20%, 5%, -2%, 20%, i
COc1ccc(Cl)cc1N(CC(=O)NCCSCc1ccccc1)S(C)(=O)=O
  2, 11%, 14%, 14, 11%, -2%, 7%, -3%, -36%[inhibitor]
Cc1ccc(/C=C/C(=O)OCC(=O)NC(=O)NCc2ccco2)cc1
  4, 18%, -11%, 12, 0%, 1%, -3%, -14%, i
O=C(/C=C/[C@H]1O[C@@H](n2ccc(=O)[nH]c2=O)[C@H](O)[C@@H]1O)NCCc1c[nH]c2ccccc12
  11, 15%, -1%, 0, 11%, 0%, 9%, 26%, -17%
CCOC(=O)CN1C(=O)CSc2ccc(S(=O)(=O)N3CCOCC3)cc21
  2, 5%, -8%, 0, 0%, 0%, -3%, -22%, -24%
Cn1c(=O)n(CCCO)c(=O)c2c1nc1n2CCCN1Cc1ccccc1
  -1, 6%, 1%, -9, -13%, -6%, -4%, 7%, -9%
Cc1ccc2nc(NC(=O)CN3CCN(c4ccccn4)CC3)sc2c1
  -1, -7%, 2%, 7, -7%, 2%, 14%, 22%, -28%
CN(C)S(=O)(=O)c1ccc(N2CCCC2)c(C(=O)Nc2nccs2)c1
  -7, 9%, -9%, 6, ?, -1%[1.84 µM], -3%, ?, -40%[inhibitor]
COc1ccccc1N1CCN(C(=O)Cc2c(C(=O)O)c(C)cn2C)CC1
  -15, 18%, 6%, ·, 3%, ·, ·, 7%, i
CCCN(CCC)CCCNC(=O)C1CCN(c2nc3ccc(CC)cc3s2)CC1
  -6, 4%, -18%, ·, ·, ·, ·, 10%, i

Going on with the list.
The line under a structure holds: DRD3 agonist, TDP43 rescue, HEK293 tox, DRD3 antagonist, KB-V1 MDR tox, aSyn yeast inh, GLP-1R agonist, GLP-1R inv ag, PTHR1 ag
O=C(NCCC1CCCC1)C1CCC(=O)N(CCCN2CCCC2=O)C1 (stereo unspecified)
  1, 9%, 5%, -6, 1%, -5%, -7%, 21%, -35%[inhibitor]
Cc1ccc(/C=N/Nc2nc3ccccc3[nH]2)s1
  -2, -8%, ?, -17, 15µM*, 1%, 9%, ?, -44%
CCOC(=O)CSc1nnc(CNC(=O)c2cccc(C)c2)n1-c1ccccc1OC
  -4, -2%, 27%, -22, -16%, -6%, 26%, 11%, i
O=C(Nc1ncc(Br)s1)C1CCCN1S(=O)(=O)c1cccc2cccnc12 (stereo unspecified)
  -5, 10%, -4%, 6, ?, -2%, -1%, 0%, i
C/C(=N\Nc1cccc(C(=O)O)c1)c1ccc(Cl)s1
  3, -13%[0.397 µM], -5%, 0, 0%, -71%[inhibitor], -1%, 10%, -20%
COCCOC(=O)C(C#N)c1nc2ccccc2nc1N1CCN(Cc2ccccc2)CC1 (stereo unspecified)
  -21, -15%, 21%, -29, 0%, -5%, 5%, ?, -26%[57.5 µM]
O=S(=O)(N/N=C/c1c(F)cccc1Cl)c1ccccc1
  -3, ?, -18%, -20, 15%, 12%, -4%, -3%, ?
Cc1ccc(-c2noc(COC(=O)c3ccco3)n2)cc1
  3, 0%, -9%, -18, 5%, 2%, -1%, 3%, i
CN(CC(=O)Nc1ccccc1C(F)(F)F)C(=O)Cc1ccc(S(=O)(=O)N2CCOCC2)s1
  -19, -2%, -5%, -11, -14%, -9%, 2%, 4%, -8%
O=C(CCCN1C(=O)/C(=C\c2ccco2)SC1=S)Nc1ccc(O)cc1C(=O)O
  -6, -13%, ?, 9, ?, 15%, -1%, 11%, -5%
COc1cccc(CNC(=O)c2ccc3c(c2)nc2n3CCC(C)C2)c1OC (stereo unspecified)
  -10, 1%, -4%, ·, ·, ·, ·, 1%, i
COc1cc(-c2nc(CN3CCN(CC(C)C)C(=O)[C@@H]3C)c(C)o2)ccc1F
  -10, -12%[0.397 µM], 1%, -9, -11%, -5%, 2%, -5%, -10%
COC(=O)[C@H](CC(C)C)NC(=O)CCc1nnc(COc2ccccc2)o1
  -10, -23%, 0%, ?, 15%, 1%, 8%, 8%, i
O=C(N=C1SC2CS(=O)(=O)CC2N1c1ccccc1)c1ccccc1 (stereo unspecified)
  6, 0%, 7%, 3, -3%, 0%, 1%, 20%, i
CC(=O)NC(c1ccccc1)c1nc(-c2ccc(S(C)(=O)=O)cc2)cs1 (stereo unspecified)
  3, 29%, -2%, -11, 3%, 0%, -1%, 23%, 0%
CC(C)[C@H](NS(=O)(=O)c1ccccc1)C(=O)Nc1nccs1
  -9, -3%, 0%, -15, 3%, -13%, -3%, -21%, i
COc1cccc(N(CC(=O)NCCSCc2ccc(Cl)cc2)S(C)(=O)=O)c1
  -4, -1%, 5%, -8, ?, 2%, ?, ?, -46%[inhibitor]

Screening results as filed in PubChem.
